Source: PubChem BioAssay (Broad Institute)
RAD54 branch = inhibitors of human RAD54 branch migration, primary screen, biochemical, fluorescence, single point | DNA repair and recombination protein RAD54-like (Homo sapiens), Q92698 | RAD54 Holliday junction branch migration, FAM/BHQ fluorescence | inhibition, % at 10.4 µM | 360,000 tested, 0.14% active;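 active means mean normalized replicate activity at least 40 and at least half of replicates scoring 40 or more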;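 further: 0% = median of neutral control wells and 100% = median of positive control wells; inhibitors cause a drop in the FAM fluorescence signal; in these data hits start at about 50%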
miR-122 sensor = miR-122 Renilla sensor signal increase in Huh7, primary screen, miR-122 inhibitor project, cell-based, single point, plate reader. 340,000 tested, 0.3% active. Huh7 miR-122 Renilla luciferase sensor, 48 h; neutral wells = 0, positive control = 100. activation (reporter increase), % at 12.5 µM. AID 602342, 2012;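 active means mean replicate activation score at least 90 and every replicate individually at or above 90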;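 further: higher luciferase means less miR-122 activity so hits act as miR-122 inhibitors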
RAD52 anneal inh = RAD52 DNA annealing inhibitors, primary screen, biochemical, FRET, single point, set 2; recombinant RAD52 DNA annealing, FRET fluorescence; inhibition, % at 18.7 µM; 360,000 tested, 0.46% active; DNA repair protein RAD52 homolog (Homo sapiens), P43351; AID 651710, 2012;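 active means every replicate showing at least 50% inhibition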
Target sequence (P43351 whole entry, looked up): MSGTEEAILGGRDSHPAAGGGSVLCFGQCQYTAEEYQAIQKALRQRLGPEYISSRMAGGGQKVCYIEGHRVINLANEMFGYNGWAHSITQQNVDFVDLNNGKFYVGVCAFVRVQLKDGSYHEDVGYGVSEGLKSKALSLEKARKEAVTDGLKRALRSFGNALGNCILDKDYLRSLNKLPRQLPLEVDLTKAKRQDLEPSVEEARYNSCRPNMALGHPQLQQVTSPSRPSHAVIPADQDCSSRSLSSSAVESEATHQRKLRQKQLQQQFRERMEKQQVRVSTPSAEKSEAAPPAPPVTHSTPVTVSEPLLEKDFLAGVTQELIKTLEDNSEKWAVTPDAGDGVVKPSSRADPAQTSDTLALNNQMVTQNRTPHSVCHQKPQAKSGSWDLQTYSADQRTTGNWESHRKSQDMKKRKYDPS
PglD DTNB = C. jejuni PglD acetyltransferase inhibitors, primary screen, biochemical, DTNB colorimetric, single point. purified PglD enzyme, DTNB colorimetric CoA detection. inhibition, % at 12.5 µM. 360,000 tested, 0.098% active. AID 602405, 2012; in the data active means inhibition above about 16%, passing the limit was not always enough; further: strong numbers were not always called active
Cneo AK release = Cryptococcus neoformans cell lysis inducers, primary screen, AK release luminescence, single concentration. 360,000 tested, 0.2% active. lysis activity, % at 15 µM. AID 651654, 2012. C. neoformans lysis, adenylate kinase release luminescence, 4 h; normalised: neutral wells 0, clomiphene wells 100;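 active means mean lysis activity across replicates of at least 80%, whatever share of replicates individually reach that level; inactive means mean lysis activity below 80%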
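Material: C. neoformans cells; Schedule: 4 h static compound exposure, 37 °C, read 1 h post-reagent; Measured by: adenylate kinase release luminescence; Read-out: signal increase indicating cell lysis; Controls: Clomiphene as positive lysis control.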
E-selectin induc = E-selectin induction in HUVECs, primary screen, imaging, HUVEC, immunofluorescence imaging, single point; activation, % at 7.58 µM; P16581; AID 686992, 2013; normalized: neutral wells 0, TNF-alpha wells 100; 260,000 tested, 0.37% active;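 active means mean E-selectin-positive cell signal at least 10% of the positive control, reached in at least 60% of replicates, without over 20% cell loss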;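 further: in these data hits start at about 27%; measured in HUVEC primary endothelial cells; signal is the percent of cells scored E-selectin positive by PE staining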
Target sequence (P16581 whole entry, looked up): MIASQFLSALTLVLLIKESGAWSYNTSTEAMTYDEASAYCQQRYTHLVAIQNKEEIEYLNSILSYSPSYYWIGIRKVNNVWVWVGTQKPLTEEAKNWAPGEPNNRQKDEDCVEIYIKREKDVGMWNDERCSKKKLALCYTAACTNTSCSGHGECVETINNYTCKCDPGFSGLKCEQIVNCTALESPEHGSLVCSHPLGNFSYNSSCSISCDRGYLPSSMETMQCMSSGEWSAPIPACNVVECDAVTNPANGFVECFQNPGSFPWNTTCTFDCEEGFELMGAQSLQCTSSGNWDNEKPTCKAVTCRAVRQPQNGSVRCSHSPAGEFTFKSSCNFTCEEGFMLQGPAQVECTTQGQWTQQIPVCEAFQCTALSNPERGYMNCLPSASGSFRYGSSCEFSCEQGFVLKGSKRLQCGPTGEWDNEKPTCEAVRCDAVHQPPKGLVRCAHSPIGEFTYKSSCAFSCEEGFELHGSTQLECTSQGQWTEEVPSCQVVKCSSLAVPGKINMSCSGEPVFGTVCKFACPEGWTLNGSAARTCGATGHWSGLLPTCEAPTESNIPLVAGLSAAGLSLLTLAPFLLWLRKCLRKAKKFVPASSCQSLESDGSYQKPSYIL
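material = human umbilical vein endothelial cells (HUVEC), E-selectin induction | quantity = 3,000 cells/well | medium = EGM-2 growth medium on 0.1% gelatin-coated wells | technique = immunofluorescence imaging | read-out basis = % PE-positive cells | control set = TNF-alpha positive control, DMSO neutral control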
ERAP1 HTS inh = human ERAP1 aminopeptidase inhibitors, primary screen, biochemical, single point, plate reader; recombinant ERAP1, Leu-AMC fluorescence, 60 min; inhibition, % at 10.7 µM; AID 652197, 2013; 340,000 tested, 0.15% active;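 active means mean replicate inhibition of at least 30%, or all replicates individually reaching that 30% level; inactive means mean below 30% and not every replicate reaching it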;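 further: 0% = neutral control wells and 100% = L-leucinethiol positive control wells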
PGC1a acetyl inh = inhibitors of PGC1a acetylation signal, primary screen, cell-based, U2OS, AlphaScreen, inhibitor mode; 350,000 tested, 0.17% active; inhibition, % at 15.6 µM; AlphaScreen anti-acetyl-lysine; with virally co-expressed GCN5 acetyltransferase; AID 651687, 2012;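 active means every replicate shows inhibition of at least 40%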;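 further: 0% = neutral control wells and 100% = positive control wells; some results beyond the cut were filed as inactive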
An asterisk follows results filed as active; x = not tested or not shown; [ ] = dose if it differs, or a comment.

smiles,miR-122 sensor,RAD52 anneal inh,RAD54 branch,Cneo AK release,ERAP1 HTS inh,PglD DTNB,E-selectin induc,PGC1a acetyl inh
O=C(CSc1ccccn1)N1CCN(c2ccc(Cl)cc2)CC1,-1,x,8,0,x,0,x,x
c1ccc(-n2nnnc2-n2nnc3ccccc32)cc1,-6,-4,-1,-1,-2,-1,x,3
CC(C)C[C@H]1CNC(=S)N1C[C@H]1CCCN1C[C@H](Cc1ccc(O)cc1)N1C[C@H](Cc2ccccc2)N(CC2CCCCC2)C1=S,-3,-16,-2,1,-2,5,9.0,-1
Cc1ccc(S(=O)(=O)c2nc(Nc3ccccc3)sc2Cl)cc1,73,-10,x,x,0,x,0.0,-13
C[C@H]1CN([C@@H](C)CO)C(=O)Cc2cc(NC(=O)Nc3ccc4c(c3)OCO4)ccc2O[C@H]1CN(C)C(=O)Nc1ccc(C(F)(F)F)cc1,8[16.7 µM],10,1,1,3,3,-0.1,6
CC(C)(C)C(=O)/C(C#N)=C/c1cccs1,x,-7,x,x,0,x,3.7,-1
Cc1noc(C)c1-c1nc(CS(=O)(=O)c2ccc(F)cc2)no1,-2,-20,-9,0,3,3,0.0,9
Cc1cc2c(=O)oc(-c3ccc(F)cc3)nc2s1,-3,-8,-2,-12,2,2,2.0,3
Cc1cc(N2CCOCC2)nc2ccc(NC(=O)CCC(=O)N3CCN(c4cccc(C(F)(F)F)c4)CC3)cc12,x,-12,5,-1,-5,-2,x,x
Cc1noc(C)c1CSCC(=O)OCC(=O)N1CC(=O)Nc2ccccc21,-3,x,8,-1,x,3,x,-1
CC(C)CC#Cc1ccc2c(c1)O[C@@H](CN(C)Cc1cccc(F)c1)[C@H](C)CN([C@@H](C)CO)S2(=O)=O,10[16.7 µM],-6,-2,2,2,-4,-0.8,20
O=C(CN(C(=O)c1csnn1)c1cccc(F)c1)NC1CCCC1,-1,-9,6,7,2,6,-0.1,x
CC(=O)Nc1cc(-c2cccc(C(=O)NCCN(C)C)c2)cn2c(-c3ccc(C(C)=O)cc3)cnc12,-13,71*,101*,-2,2,1,2.2,x
Cc1ccc2c(c1)NC(=O)C(CC(=O)NCc1ccc(F)cc1)O2 (stereo not given),5,-13,-6,-4,x,-3,-0.2,3
CC(C)Cn1cc(C(=O)NCc2cccs2)c2c3ccccc3n(C)c2c1=O,6,x,1,2,x,-5,x,1
CC(C)CCN(C(=O)c1ccccn1)c1c(N)n(Cc2ccccc2)c(=O)[nH]c1=O,-11,-11,-4,1,-2,7,0.5,-14
CC(=O)Nc1ccc(-c2csc(N/N=C\c3ccncc3)n2)cc1,5,-12,14,-2,2,-3,1.5,5
O=C(OC1CCOC1=O)c1ccc(Cl)c(S(=O)(=O)N2CCOCC2)c1 (stereo not given),-3,3,-9,-1,1,-1,0.5,-2
COc1ccc(S(=O)(=O)N2CCc3ccccc32)cc1C(=O)OCc1c(C)noc1C,7,x,-10,1,x,-6,x,-28
O=C(C[C@H]1CC[C@H](NC(=O)C2CCOCC2)[C@H](CO)O1)Nc1ccc(-c2ccccc2)cc1,x,2,-7,-1,0,0,0.0,-2
COc1ccc(OC)c(C(=O)NC(CC(N)=O)c2ccc(N3CCC(N4CCCC4)CC3)c([N+](=O)[O-])c2)c1 (stereo not given),2,-3,-1,0,-4,5,-0.3,11
CC(C)NC(=O)Nc1ccc2c(c1)CC(=O)N([C@H](C)CO)C[C@@H](C)[C@H](CN(C)S(=O)(=O)c1ccc(Cl)cc1)O2,-8[16.7 µM],10,-3,1,1,1,x,-5
COc1ccc(/C=N/NC(=O)c2ccc(C)cc2)cc1CN1CCN(c2ccc(F)cc2)CC1,0,13,0,3,-2,-1,x,7
N#C[C@H]1[C@H](c2ccc(C#CC3CCCCC3)cc2)[C@H](CO)N1C(=O)Cc1ccccn1,x,-35,-9,-6,-1,0,-0.1,0
Cc1ccc(COc2ccc(-c3nnco3)cc2)cc1,-7,-5,5,-2,-2,8,15,16
CC1=C/C(=N\Nc2ccccc2[N+](=O)[O-])CC(C)(C)C1,-14,9,-4,-1,-1,-11,x,x
O=C(CN1C(=O)c2ccccc2C1=O)Nc1ccc(-c2nc3ccccc3o2)cc1,4,x,9,-1,x,7,x,-8
CNC(=O)C1C(=S)NC(N)=C(C#N)C1c1ccccc1 (stereo not given),-15,x,-7,1,x,-3,8.0,-3
CNC[C@@H]1Oc2cc(C#Cc3ccccn3)ccc2S(=O)(=O)N([C@@H](C)CO)C[C@H]1C,-2[16.7 µM],-46,-1,-3,0,3,0.1,-24
CCN(CC(=O)Nc1c(F)cccc1F)C(=O)c1ccc(=O)n(C)n1,-1,-1,6,0,3,4,-0.8,4
C[C@@H]1CN([C@@H](C)CO)C(=O)c2cc(NC(=O)Cc3ccccc3)ccc2O[C@@H](C)CCCCO[C@@H]1CN(C)S(=O)(=O)c1cn(C)cn1,2[16.7 µM],x,3,-8,x,-5,-0.2,6
Cc1cc(C(=O)C[N+]2(C)CCOCC2)c(C)n1-c1ccc(Br)cc1,1,0,x,x,8,x,x,4
Cc1cccc(NC(=S)N2CCN(S(C)(=O)=O)CC2)c1,-3,-5,-11,-1,-3,-3,-0.1,-10
COc1ccc(NC(=O)N(C)C[C@@H]2Oc3ccc(NS(C)(=O)=O)cc3CC(=O)N([C@H](C)CO)C[C@@H]2C)cc1,12[16.7 µM],-4,-1,-1,0,-1,0.0,4
COc1ccc(CCNC(=O)c2n[nH]c(=O)c3ccccc23)cc1,1,x,10,4,x,4,x,2
COc1cc(NS(=O)(=O)c2c(C)oc3c(F)c(F)c(F)c(F)c23)cc(OC)c1OC,75,-19,0,-1,0,-5,-0.1,x
NS(=O)(=O)c1cccc(NC(=O)COC(=O)Cc2n[nH]c(=O)c3ccccc23)c1,4,0,-3,-2,4,-3,-0.7,9
CC(C)OC(=O)N(C)C[C@H]1OCc2ccccc2-c2ccccc2C(=O)N([C@@H](C)CO)C[C@@H]1C,x,1,2,-6,3,24,0.4,1
CC(=O)Oc1ccc(C(=O)OCC(=O)c2c(N)n(C)c(=O)n(C)c2=O)cc1OC(C)=O,-3,-27,-3,-1,4,2,0.3,8
O=C(NCc1cccs1)c1ccc2c(c1)ncn2C1CCCC1,4,x,-5,-9,x,1,x,7
COc1ccc2[nH]c(C(=O)N3CCN(c4ccccc4F)CC3)c(C)c2c1,2,-9,-13,4,-2,-1,x,2
C=CCn1c(SCC(=O)Nc2cccnc2Cl)nnc1-c1ccc(Cl)cc1,-3,x,5,1,x,14,x,9
COCC(=O)Nc1ccc2c(c1)OC[C@H](C)N(CC1CC1)C[C@@H](C)[C@@H](OC)CN(C)C2=O,x,0,6,-3,x,-4,0.0,-5
CCOc1ncccc1C(=O)Nc1ccc(C)cn1,x,-14,-8,0,-2,-1,0.4,x
CN(C)C(=O)CSc1ccc(S(=O)(=O)N2CCCC2)cn1,x,-11,17,0,2,2,0.0,x
Cc1ccc(S(=O)(=O)N(C)C[C@H]2OCCCC[C@@H](C)Oc3ccc(NC(=O)Nc4ccc(C(F)(F)F)cc4)cc3C(=O)N([C@@H](C)CO)C[C@@H]2C)cc1,-16[16.7 µM],-16,-2,1,3,-3,x,15
CC(=O)Nc1ccc(C(=O)OCC(=O)NC(=O)NC(C)(C)C)cc1,-1,x,4,-6,x,3,x,8
C/C=C/c1cnc2c(c1)C(=O)N([C@H](C)CO)C[C@@H](C)[C@@H](CN(C)Cc1cncnc1)O2,x,9,11,-2,0,-1,0.5,-6
CC(C)NC(=O)Nc1ccc2c(c1)C(=O)N([C@@H](C)CO)C[C@@H](C)[C@H](CN(C)S(=O)(=O)c1cccs1)OCCCC[C@@H](C)O2,-8[16.7 µM],-7,5,2,0,2,x,-2
CN(CC(=O)N1CCN(c2ccccn2)CC1)S(=O)(=O)c1ccccc1,-10,x,-5,-5,x,-9,x,-8
O=c1c2cc(NC(=S)N3CCCCC3)ccc2nc2n1CCCCC2,-1,-11,7,0,-1,-2,x,3
Cc1ccc(/C=C/S(=O)(=O)NCC(=O)OCC(=O)N2CC(=O)Nc3ccccc32)cc1,0,-27,-10,0,x,-4,-0.1,4
CC(C)C(NS(=O)(=O)c1cccc2nsnc12)C(=O)NCc1ccco1 (stereo not given),6,-9,0,5,x,-2,-0.3,-9
O=C(/C=C/[C@H]1O[C@@H](n2ccc(=O)[nH]c2=O)[C@H](O)[C@@H]1O)NCc1ccccn1,0,-10,-6,-1,-2,-3,x,20
Cc1cc2[nH]c(=O)c(=O)[nH]c2cc1S(=O)(=O)N1CCN(c2cccc(C)c2C)CC1,2,-5,-5,-1,0,-5,0.0,0
COc1cc(/C=N/NC(=O)CNC(=O)c2cccs2)ccc1O,-2,-12,8,4,0,3,0.1,-4
O=C1CC2(CCN(C(=O)c3ccc(F)cc3)CC2)Oc2ccccc21,x,-9,-1,1,-1,-5,0.1,4
CN(C)NC(=O)c1ccsc1NC(=O)c1ccc(S(=O)(=O)N(C)C)cc1,-4,3,-2,1,3,-4,x,-7
CC(C)CCN1CCN(Cc2cccs2)CC1CCO (stereo not given),0,-4,-6,1,2,0,1.6,x
O=C(CS(=O)CC(=O)N(CC(=O)NC1CCCC1)c1ccccc1F)Nc1ccc(F)cc1 (stereo not given),0,14,0,1,-3,4,x,1

Going on with the list:
smiles,miR-122 sensor,RAD52 anneal inh,RAD54 branch,Cneo AK release,ERAP1 HTS inh,PglD DTNB,E-selectin induc,PGC1a acetyl inh
C[C@@H]1CN([C@@H](C)CO)C(=O)Cc2cc(NC(=O)Nc3ccc4c(c3)OCO4)ccc2O[C@H]1CN(C)Cc1ccc(Oc2ccccc2)cc1,4[16.7 µM],-6,-3,38,4,1,0.9,-8
CO[C@@H]1CN(C)C(=O)c2cc(NC(=O)C3CC3)ccc2OC[C@@H](C)N(Cc2ccccc2)C[C@H]1C,1[16.7 µM],6,-6,-5,0,1,0.0,14
C[C@H]1CCCCO[C@@H](CN(C)Cc2ccc3c(c2)OCO3)[C@@H](C)CN([C@@H](C)CO)C(=O)c2cc(NC(=O)Nc3ccc4c(c3)OCO4)ccc2O1,-3[16.7 µM],0,-1,1,0,4,x,-33
CCc1nn(C(C)C(=O)N2CC(C)CC(C)C2)c(=O)c2cc3occc3n12 (stereo not given),-6,1,x,x,0,x,0.4,-4
COc1cccc(OC)c1-c1nnc(-c2cn(C)c3ccccc23)o1,5,x,-1,3,x,-2,x,x

Retrieved by structure from above (two):
smiles,miR-122 sensor,RAD52 anneal inh,RAD54 branch,Cneo AK release,ERAP1 HTS inh,PglD DTNB,E-selectin induc,PGC1a acetyl inh
CC(=O)Nc1ccc(C(=O)OCC(=O)NC(=O)NC(C)(C)C)cc1,-1,x,4,-6,x,3,x,8
CC(=O)Oc1ccc(C(=O)OCC(=O)c2c(N)n(C)c(=O)n(C)c2=O)cc1OC(C)=O,-3,-27,-3,-1,4,2,0.3,8
